BoNT F protease = blocks Botulinum neurotoxin F light chain protease; inhibition, % at 10 µM; 360,000 compounds, 0.22% hits; AID 588497; Multiplex microsphere protease cleavage assay, flow cytometry; in the data active = inhibition above about 35%, passing the limit was not always enough; inconclusive = no clear call, values can overlap the other calls; also: plate controls were buffer without enzyme for full effect and enzyme alone for no effect
Mtb FBA inh = inhibitors of M. tuberculosis fructose-bisphosphate aldolase; inhibition, % at 1 µM; P9WQA3; purified M. tuberculosis FBA, fluorescence read-out; 360,000 compounds, 2.3% hits; in the data active = inhibition above about 27%;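 also: 0% = vehicle and 100% = reference inhibitor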
Target sequence (P9WQA3 whole entry, looked up): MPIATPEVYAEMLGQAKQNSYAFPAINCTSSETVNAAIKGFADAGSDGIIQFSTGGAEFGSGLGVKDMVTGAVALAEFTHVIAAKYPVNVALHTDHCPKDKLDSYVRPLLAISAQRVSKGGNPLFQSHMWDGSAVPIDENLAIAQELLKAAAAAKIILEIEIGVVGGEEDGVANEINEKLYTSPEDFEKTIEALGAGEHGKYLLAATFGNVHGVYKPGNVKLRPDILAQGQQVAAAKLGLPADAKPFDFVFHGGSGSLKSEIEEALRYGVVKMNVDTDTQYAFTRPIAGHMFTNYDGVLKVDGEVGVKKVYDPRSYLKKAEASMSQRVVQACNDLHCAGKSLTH
GDH-TPI inh = inhibits GDH-TPI coupling enzymes, artifact for Mtb FBA screen; GDH-TPI coupled enzyme counterscreen, NADH absorbance; inhibition, % at 4.8 µM; 360,000 compounds, 1.2% hits; AID 588335;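 also: 0% = DMSO wells and 100% = wells lacking the enzyme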
Mtb BioA inh = BioA (M. tuberculosis) enzyme inhibition | inhibition, % at 9.99 µM | AID 602481 | 360,000 compounds, 0.096% hits | purified M. tuberculosis BioA enzyme, plate reader; in the data active = inhibition above about 40%; inconclusive = no clear call, values can overlap the other calls
FadD28 binding = inhibitors of Mycobacterium tuberculosis FadD28 bisubstrate binding. AID 588549. FadD28 bisubstrate probe binding, fluorescence polarization. 360,000 compounds, 0.22% hits. inhibition, % at 12.5 µM; in the data active = inhibition above about 8.5%, passing the limit was not always enough; inconclusive = no clear call, values can overlap the other calls
Mtb UGM inh = inhibitors of M. tuberculosis UDP-galactopyranose mutase; P9WIQ1; purified UGM, fluorescence polarization probe displacement; inhibition, % at 10 µM; 320,000 compounds, 0.06% hits; AID 504406; in the data active = inhibition above about 10%, passing the limit was not always enough; inconclusive = no clear call, values can overlap the other calls
MazEF act = activators of E. coli MazEF toxin-antitoxin RNase. AID 504720. P0AE70. 350,000 compounds, 0.32% hits. FAM/BHQ RNA-DNA oligo cleavage fluorescence, 5 h. activation, % at 20 µM; in the data active = activation above about 50%
Target sequence (P0AE70 whole entry, looked up): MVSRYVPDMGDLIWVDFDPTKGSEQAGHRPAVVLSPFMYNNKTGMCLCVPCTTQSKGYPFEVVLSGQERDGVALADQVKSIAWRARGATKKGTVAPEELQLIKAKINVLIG
DUSP3 inh = blocks human VHR1 dual specificity phosphatase; recombinant VHR phosphatase, pNPP absorbance; inhibition, % at 13.3 µM; 290,000 compounds, 0.52% hits; P51452; in the data active = inhibition above about 50%; also: some compounds called inactive have numbers as strong as hits
Target sequence (P51452 whole entry, looked up): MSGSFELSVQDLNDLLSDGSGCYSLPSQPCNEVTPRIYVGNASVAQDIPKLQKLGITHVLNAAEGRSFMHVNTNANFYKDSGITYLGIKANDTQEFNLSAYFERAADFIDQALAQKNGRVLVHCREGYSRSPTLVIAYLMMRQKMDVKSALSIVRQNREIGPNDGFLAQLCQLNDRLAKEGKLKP
Rv3671c inh = Rv3671c (M. tuberculosis) protease inhibition | AID 2606 | inhibition, % at 5.96 µM | P9WHR9 | 320,000 compounds, 0.048% hits; in the data active = inhibition above about 38%;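 also: extracellular domain of Rv3671c used as enzyme; 0% = enzyme with DMSO and 100% = no enzyme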
Target sequence (P9WHR9 whole entry, looked up, the tested form may be a part): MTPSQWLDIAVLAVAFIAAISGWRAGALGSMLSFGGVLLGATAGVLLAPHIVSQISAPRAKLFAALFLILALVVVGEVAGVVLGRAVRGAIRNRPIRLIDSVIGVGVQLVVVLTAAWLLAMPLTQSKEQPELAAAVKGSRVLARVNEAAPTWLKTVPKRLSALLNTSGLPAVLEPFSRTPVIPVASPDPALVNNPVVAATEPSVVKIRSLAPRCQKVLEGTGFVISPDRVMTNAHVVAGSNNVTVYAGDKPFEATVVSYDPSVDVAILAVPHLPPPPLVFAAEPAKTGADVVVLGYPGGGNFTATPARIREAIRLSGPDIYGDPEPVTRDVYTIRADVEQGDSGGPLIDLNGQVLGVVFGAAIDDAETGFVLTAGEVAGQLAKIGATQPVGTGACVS
CCHFV vOTU inh = blocks the CCHF virus ovarian tumor domain protease; CCHFV vOTU protease, Pep-AMC fluorescence; 370,000 compounds, 0.55% hits; inhibition, % at 11.5 µM; also: 0% = vehicle wells with enzyme and 100% = no enzyme wells
* = called active by the depositor. Rule as the data show it, unless noted: active = inhibition above about 30%; inactive = the rest.

`COC(=O)[C@@H]1C[C@@]2(O)[C@@H](O)[C@@H](O)[C@@H](O)C[C@H]2N1CC1CCCCC1` gave BoNT F protease 1, Mtb FBA inh 2, GDH-TPI inh 8, Mtb BioA inh -2.3, FadD28 binding -0.2, Mtb UGM inh -1.3, MazEF act 5, DUSP3 inh 15, Rv3671c inh -12 and CCHFV vOTU inh -4.
`CC(C)(C)NC(=O)CSc1nc2cc(S(=O)(=O)N3CCCCC3)ccc2o1` gave BoNT F protease -5, Mtb FBA inh -1, GDH-TPI inh -5, Mtb BioA inh -0.7, FadD28 binding -4.0, Mtb UGM inh 0.6, MazEF act 5, Rv3671c inh 10 and CCHFV vOTU inh -9.
`O=C(COc1ccccc1[N+](=O)[O-])Nc1ccc2c(c1)OCO2` gave BoNT F protease 2, Mtb FBA inh -2, GDH-TPI inh 12, Mtb BioA inh 0.5, FadD28 binding -1.1, Mtb UGM inh 3.5, MazEF act 4, DUSP3 inh 21, Rv3671c inh 3 and CCHFV vOTU inh 2.
`Cc1ccc(OCC(=O)NC(=S)Nc2cccc(NC(=O)c3ccccc3Cl)c2)cc1` gave BoNT F protease 2, Mtb FBA inh 0, GDH-TPI inh 18, Mtb BioA inh -1.0, FadD28 binding -0.3, Mtb UGM inh -2.8, MazEF act 14, DUSP3 inh 1, Rv3671c inh 11 and CCHFV vOTU inh -10.
Screening Cc1[nH]c2ccc(F)cc2c1CCN(Cc1cccnc1)C(=S)Nc1cccc(F)c1 returned BoNT F protease -5, Mtb FBA inh 0, GDH-TPI inh -3, FadD28 binding -0.8, Mtb UGM inh 0.4, MazEF act -3, DUSP3 inh 10, Rv3671c inh 0 and CCHFV vOTU inh 12.
COc1ccccc1-c1cc(C(=O)N2CCCCC2)no1 was read as BoNT F protease 13, Mtb FBA inh 4, GDH-TPI inh 4, Mtb BioA inh 1.7, FadD28 binding 0.9, Mtb UGM inh -2.8, MazEF act 7, DUSP3 inh 9, Rv3671c inh 5 and CCHFV vOTU inh -7.
COc1cc(/C=C(\C#N)C(=O)NCC2CCCO2)ccc1OCCC(C)C (centres undefined) was read as BoNT F protease -6, Mtb FBA inh -2, GDH-TPI inh 7, FadD28 binding -3.5, Mtb UGM inh 1.8, MazEF act 16, DUSP3 inh 5, Rv3671c inh 3 and CCHFV vOTU inh -12.
Screening COc1ccccc1NC(=O)CSc1nnc(CNC(=O)c2ccco2)o1 returned BoNT F protease -2, Mtb FBA inh -7, GDH-TPI inh 2, Mtb BioA inh -1.2, FadD28 binding 0.7, Mtb UGM inh 1.0, MazEF act 9, DUSP3 inh -3, Rv3671c inh -2 and CCHFV vOTU inh 5.
For O=C(CCN1CCOCC1)Nc1cccc(Br)c1 the results were BoNT F protease -4, Mtb FBA inh 0, GDH-TPI inh -9, Mtb BioA inh -0.9, FadD28 binding -3.2, Mtb UGM inh -0.6, MazEF act 12, DUSP3 inh -19, Rv3671c inh 4 and CCHFV vOTU inh 4.
Screening CCOC(=O)c1cc(-c2cccnc2)nn1-c1ccccn1 returned BoNT F protease 10, Mtb FBA inh 1, GDH-TPI inh 0, Mtb BioA inh 2.5, FadD28 binding -0.7, Mtb UGM inh 0.0, MazEF act 12, DUSP3 inh 10, Rv3671c inh -1 and CCHFV vOTU inh 13.
For O=C(Nc1nc2ccc(Cl)cc2s1)c1cccc(N2C(=O)CCC2=O)c1 the results were BoNT F protease 0, Mtb FBA inh 3, GDH-TPI inh 8, Mtb BioA inh -1.5, FadD28 binding 0.1, Mtb UGM inh 2.3, MazEF act -6, Rv3671c inh -1 and CCHFV vOTU inh 12.
`Cc1c(NS(=O)(=O)c2cc(C(=O)N3CCCC(C)C3)ccc2Cl)c(=O)n(-c2ccccc2)n1C` (centres undefined) gave BoNT F protease -7, Mtb FBA inh 0, GDH-TPI inh 2, Mtb BioA inh 0.1, FadD28 binding -1.5, Mtb UGM inh -0.6, MazEF act 6, Rv3671c inh -5 and CCHFV vOTU inh 2.
For S=C(Nc1ccccc1)Nc1ccc2cn[nH]c2c1 the results were BoNT F protease -24, Mtb FBA inh 4, GDH-TPI inh 5, FadD28 binding -0.2, Mtb UGM inh -0.1, MazEF act -6, DUSP3 inh 17, Rv3671c inh -6 and CCHFV vOTU inh 4.
For CCN1CCN(S(=O)(=O)c2ccc(Cl)c(C(=O)N(C)C3CCCCC3)c2)CC1 the results were BoNT F protease 6, Mtb FBA inh 0, GDH-TPI inh 5, Mtb BioA inh -0.5, FadD28 binding -1.6, MazEF act 2 and CCHFV vOTU inh -5.
`O=C(COc1ccc(Br)cc1CO)Nc1ccccc1F` gave BoNT F protease -4, Mtb FBA inh 3, GDH-TPI inh -1, Mtb BioA inh 1.1, FadD28 binding -0.8, Mtb UGM inh -2.2, MazEF act 4, DUSP3 inh 22, Rv3671c inh 3 and CCHFV vOTU inh 8.
Screening CC(C)(C)c1ccc(O)c(N=Cc2cc3c(cc2[N+](=O)[O-])OCO3)c1 returned BoNT F protease -13, Mtb FBA inh 0, GDH-TPI inh 13, Mtb BioA inh -0.7, FadD28 binding -0.6, Mtb UGM inh 0.0, MazEF act 3, DUSP3 inh -4, Rv3671c inh 7 and CCHFV vOTU inh 24.
`CCCCNC(=O)c1c(CSc2ccc(Cl)cc2)noc1C(=O)NCc1ccccc1` gave BoNT F protease 8, Mtb FBA inh 2, GDH-TPI inh 14, Mtb BioA inh -1.3, FadD28 binding -0.5, Mtb UGM inh -0.3, MazEF act 5, Rv3671c inh -32 and CCHFV vOTU inh 2.
Screening CCCC(=NC(C)CC)C1=C(O)CC(c2ccccc2)CC1=O (centres undefined) returned BoNT F protease -3, Mtb FBA inh -1, GDH-TPI inh 3, Mtb BioA inh 2.1, FadD28 binding -1.2, Mtb UGM inh 0.3, MazEF act -7, DUSP3 inh 26, Rv3671c inh 6 and CCHFV vOTU inh -13.
`COc1ccc(C(C)(O)c2nc(-c3cccs3)cs2)cc1` (centres undefined) gave BoNT F protease -6, Mtb FBA inh -2, GDH-TPI inh 0, Mtb BioA inh -1.9, FadD28 binding -3.8 and CCHFV vOTU inh 7.
For COc1cccc(-c2nc(CS(=O)(=O)CC(=O)NCCCN3C(C)CCCC3C)c(C)o2)c1 (centres undefined) the results were BoNT F protease 8, Mtb FBA inh 1, GDH-TPI inh 3, FadD28 binding -2.3, Mtb UGM inh 1.0, MazEF act 10, DUSP3 inh 57*, Rv3671c inh 4 and CCHFV vOTU inh 15.

Pulled by compound from the entries so far, two records:
`CCCCNC(=O)c1c(CSc2ccc(Cl)cc2)noc1C(=O)NCc1ccccc1` gave BoNT F protease 8, Mtb FBA inh 2, GDH-TPI inh 14, Mtb BioA inh -1.3, FadD28 binding -0.5, Mtb UGM inh -0.3, MazEF act 5, Rv3671c inh -32 and CCHFV vOTU inh 2.
For CCN1CCN(S(=O)(=O)c2ccc(Cl)c(C(=O)N(C)C3CCCCC3)c2)CC1 the results were BoNT F protease 6, Mtb FBA inh 0, GDH-TPI inh 5, Mtb BioA inh -0.5, FadD28 binding -1.6, MazEF act 2 and CCHFV vOTU inh -5.

Following part.
For Nc1ccc2nc(-c3cc(Cl)c(N)c(Cl)c3)[nH]c2c1 the results were BoNT F protease -73, Mtb FBA inh 25, GDH-TPI inh 35*, Mtb BioA inh -2.0, FadD28 binding inconclusive, Mtb UGM inh -1.4, MazEF act 7, DUSP3 inh -14, Rv3671c inh 15 and CCHFV vOTU inh -22.
Screening CCNC(=S)NNC(=O)c1cc(-c2ccccc2C)nc2ccccc12 returned BoNT F protease -9, Mtb FBA inh 5, GDH-TPI inh 1, Mtb BioA inh 2.6, FadD28 binding -5.0, Mtb UGM inh 1.0, MazEF act -3, DUSP3 inh 27 and Rv3671c inh 0.
For Cc1ccc(-c2nnn(CC(=O)N(c3cccc(O)c3)C(C(=O)NC(C)(C)C)c3cccs3)n2)o1 (centres undefined) the results were BoNT F protease 0, Mtb FBA inh 3, GDH-TPI inh 0, FadD28 binding 0.2, Mtb UGM inh -0.7, MazEF act 5, DUSP3 inh 36 and Rv3671c inh 8.
`CC(C)(C)S(=O)N1Cc2ccc(CO)cc2[C@H]1CCO` (some centres undefined) gave BoNT F protease -2, Mtb FBA inh -3, GDH-TPI inh 5, Mtb BioA inh -0.4, FadD28 binding -2.5, MazEF act -1 and CCHFV vOTU inh 6.
For CN(C)CC(C(=O)c1ccccc1)c1ccccc1 (centres undefined) the results were BoNT F protease -1, Mtb FBA inh 1, GDH-TPI inh 10, FadD28 binding -0.7, Mtb UGM inh 4.7, MazEF act 4, DUSP3 inh 2, Rv3671c inh 4 and CCHFV vOTU inh 5.
For COC(=O)c1ccc(OCC(O)CN2CCc3cc(OC)c(OC)cc3C2c2ccccc2)cc1 (centres undefined) the results were BoNT F protease -3, Mtb FBA inh -1, GDH-TPI inh -6, Mtb BioA inh -2.6, FadD28 binding -3.8, Mtb UGM inh 2.6, MazEF act 2, DUSP3 inh 2, Rv3671c inh 6 and CCHFV vOTU inh 2.
`Nc1cccc(-c2cc(-c3ccccc3)nc(-c3cccc(N)c3)n2)c1` gave BoNT F protease -18, Mtb FBA inh 16, GDH-TPI inh 24, FadD28 binding 1.7, Mtb UGM inh 0.8, MazEF act 4, DUSP3 inh -3, Rv3671c inh 17 and CCHFV vOTU inh -16.
COc1ccc(COC(=O)C2=C(C)NC(=O)NC2c2ccc(F)cc2)cc1 (centres undefined) was read as BoNT F protease inconclusive, Mtb FBA inh 0, GDH-TPI inh 4, Mtb BioA inh -1.5, FadD28 binding -3.4, Mtb UGM inh 3.3, MazEF act 6, DUSP3 inh 16, Rv3671c inh -5 and CCHFV vOTU inh 1.
`COc1ccc(CCNC(=O)C2CCN(c3nccc(C)n3)CC2)cc1` gave BoNT F protease -3, Mtb FBA inh 7, GDH-TPI inh 6, FadD28 binding -0.3, Mtb UGM inh -0.6, MazEF act -20, DUSP3 inh 17, Rv3671c inh -1 and CCHFV vOTU inh 8.
Screening Oc1cccc(C2c3[nH]c4ccccc4c3CCN2Cc2ccoc2)c1 (centres undefined) returned BoNT F protease -1, Mtb FBA inh 3, GDH-TPI inh 0, FadD28 binding -1.4, Mtb UGM inh 0.8, MazEF act -15, DUSP3 inh 23, Rv3671c inh 6 and CCHFV vOTU inh 12.
Clc1ccc(/C=C/c2ncc[nH]2)c(Cl)c1 was read as BoNT F protease 40*, Mtb FBA inh 6, GDH-TPI inh 7, Mtb BioA inh 0.1, FadD28 binding -0.6, Mtb UGM inh -2.0, MazEF act -3, DUSP3 inh 7, Rv3671c inh -4 and CCHFV vOTU inh -12.
Screening CCCCn1c(CN2CCOCC2)nc2c1c(=O)n(C)c(=O)n2C returned BoNT F protease -5, Mtb FBA inh 4, GDH-TPI inh 7, Mtb BioA inh -3.7, FadD28 binding -0.5, Mtb UGM inh -3.0, MazEF act 5, DUSP3 inh 20, Rv3671c inh -15 and CCHFV vOTU inh -1.
`O=C(NCCCN1CCOCC1)c1cc(-c2ccccc2)on1` gave BoNT F protease -19, Mtb FBA inh 2, GDH-TPI inh 4, Mtb BioA inh -0.1, FadD28 binding -0.2, Mtb UGM inh 0.4, MazEF act -16, DUSP3 inh 4, Rv3671c inh 12 and CCHFV vOTU inh 3.
For O=c1cc(-c2ccccc2Cl)oc2ccc([N+](=O)[O-])c(O)c12 the results were BoNT F protease -2, Mtb FBA inh 5, GDH-TPI inh 9, Mtb BioA inh -0.3, FadD28 binding -2.0, Mtb UGM inh 2.3, MazEF act -4, DUSP3 inh -7, Rv3671c inh 0 and CCHFV vOTU inh 10.
`Oc1cc(O)cc(/C=C/c2ccc(O)c(O)c2)c1` gave BoNT F protease -16, Mtb FBA inh 9, GDH-TPI inh 17, Mtb BioA inh -1.9, FadD28 binding 3.3, Mtb UGM inh 1.0, MazEF act 118*, Rv3671c inh -14 and CCHFV vOTU inh -5.
For CCCCOC(=O)c1ccc(NC(=O)c2c(O)[nH]c(=O)[nH]c2=O)cc1 the results were BoNT F protease 5, Mtb FBA inh 1, GDH-TPI inh 2, Mtb BioA inh -3.0, FadD28 binding -1.3, Mtb UGM inh -1.3, MazEF act 1, Rv3671c inh 5 and CCHFV vOTU inh -8.

Source: PubChem
